# Bioassay records as filed in PubChem.
# MEKK2mut PB1 HTS – signal of MEK5 binding to mutant human MEKK2 PB1 domain; bead flow cytometry, Alexa488-MEK5 binding to MEKK2 mutant; percent response, % at 10 µM; 290,000 tested, 0.35% active; AID 1530; in the data active means percent response above about 24%, passing the limit was not always enough; further: inactives centre near 1; some results filed as inactive read as strong as hits; reference of the scale not given here
# PHOSPHO1 inh – PHOSPHO1 (human) inhibition; recombinant PHOSPHO1, absorbance phosphatase assay; inhibition, % at 13.3 µM; 290,000 tested, 1.1% active; AID 1565; in the data active means inhibition above about 60%
# GPR7 antagonist – blocks human GPR7 receptor signaling; P48145; GPR7-expressing cells, fluorescence antagonist assay; inhibition, % at 4.4 µM; 290,000 tested, 1.1% active; in the data active means inhibition above about 16%, passing the limit was not always enough;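 further: cells stimulated with the agonist NPW; 0% = agonist with vehicle and 100% = vehicle without agonist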
# Target sequence (P48145 whole entry, looked up): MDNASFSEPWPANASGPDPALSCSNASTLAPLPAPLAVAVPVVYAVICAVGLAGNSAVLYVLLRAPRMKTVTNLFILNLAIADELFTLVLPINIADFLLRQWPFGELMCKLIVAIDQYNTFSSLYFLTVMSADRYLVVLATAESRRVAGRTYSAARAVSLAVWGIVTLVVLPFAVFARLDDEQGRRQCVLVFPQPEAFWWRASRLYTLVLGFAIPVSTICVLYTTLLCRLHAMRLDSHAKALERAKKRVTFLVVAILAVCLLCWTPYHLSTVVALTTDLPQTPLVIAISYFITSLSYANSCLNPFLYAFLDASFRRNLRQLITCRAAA
# OXTR agonist – activates the human oxytocin receptor. activation, % at 3 µM. CHO-OTR cells, Fluo-8 calcium fluorescence; normalized: DMSO 0%, oxytocin 100%. P30559. 320,000 tested, 0.32% active;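 active means activation above the mean of all tested compounds plus 3 SD, cutoff set per screening run, cut at about 20% in these data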;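 further: peak over basal fluorescence ratio from a 100 s FLIPR kinetic read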
# M18AAP inhibitor – PfM18AAP enzyme inhibition; recombinant PfM18AAP, H-Glu-NHMec fluorogenic cleavage; inhibition, % at 7.35 µM; 290,000 tested, 1.2% active;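 active means inhibition above the campaign mean inhibition over all tested compounds plus 3 SD, cut at about 28% in these data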;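 further: 0% = plate median of test compound wells and 100% = 2 mM ZnCl2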
# NALP1 yeast inh – inhibitors of NALP1 inflammasome in yeast; S. cerevisiae NALP1/ASC/caspase-1 growth, X-gal OD620, 72 h; inhibition, % at 10 µM; 280,000 tested, 0.61% active; in the data active means inhibition mostly above about 24%, no sharp cut-off; inactive means mostly below about 32%; further: some compounds called inactive have numbers as strong as hits
# MEKK2 WT-MEK5 – raises or lowers MEK5 binding to wildtype human MEKK2 PB1 domain. bead flow cytometry, Alexa488-MEK5 binding to MEKK2 WT; actives lie on both sides. binding response (% of control), % at 10 µM. 290,000 tested, 1.1% active. Q9Y2U5; in the data active means binding response below about 67% or above about 130%
# FID counter – fluorescent intercalator displacement, NS3 helicase counter-screen | inhibition, % at 7.9 µM | DNA fluorescent intercalator displacement, fluorescence | 290,000 tested, 0.17% active; in the data active means inhibition above about 37%;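 further: 0% = vehicle and 100% = reference compound; higher means more ethidium bromide displaced from hairpin DNA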
# MEKK3 PB1 HTS – MEKK3-MEK5 PB1 interaction, increase or decrease | Q99759 | bead-based flow cytometry, Alexa488-MEK5 binding to MEKK3; actives lie on both sides; 0 = blocked by unlabeled MEK5, 100 = vehicle | binding response (% of control), % at 10 µM | 290,000 tested, 1.4% active | AID 1529;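 active means binding response more than 3 SD above or below the average of its plate-row segment, actives on both sides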;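 further: Alexa488 bead fluorescence after subtracting the streptavidin-only scavenger bead signal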
# Target sequence (Q99759 whole entry, looked up): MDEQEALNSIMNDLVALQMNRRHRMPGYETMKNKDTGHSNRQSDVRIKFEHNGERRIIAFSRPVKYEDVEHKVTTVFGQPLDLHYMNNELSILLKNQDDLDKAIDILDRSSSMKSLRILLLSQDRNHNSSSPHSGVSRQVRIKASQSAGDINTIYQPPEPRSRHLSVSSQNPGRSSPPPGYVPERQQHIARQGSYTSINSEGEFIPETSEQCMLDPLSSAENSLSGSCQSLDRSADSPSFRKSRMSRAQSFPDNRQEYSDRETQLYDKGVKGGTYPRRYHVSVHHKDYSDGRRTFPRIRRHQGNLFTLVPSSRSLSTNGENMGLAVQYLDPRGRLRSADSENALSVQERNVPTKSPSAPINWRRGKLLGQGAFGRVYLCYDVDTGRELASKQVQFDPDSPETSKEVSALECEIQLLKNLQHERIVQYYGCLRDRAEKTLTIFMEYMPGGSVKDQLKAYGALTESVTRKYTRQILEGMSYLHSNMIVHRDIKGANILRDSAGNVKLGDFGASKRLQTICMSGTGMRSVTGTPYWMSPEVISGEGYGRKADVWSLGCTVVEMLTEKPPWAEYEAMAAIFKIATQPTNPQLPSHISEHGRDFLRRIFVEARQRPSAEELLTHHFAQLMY
# Starred values were filed as active, the others as inactive; / = no result given; [ ] = remark or other dose.
SMILES,MEKK2mut PB1 HTS,PHOSPHO1 inh,GPR7 antagonist,OXTR agonist,M18AAP inhibitor,NALP1 yeast inh,MEKK2 WT-MEK5,FID counter,MEKK3 PB1 HTS
Nc1ncnc2c1ncn2CCN1CCCCC1,-5.0,27.1,-6.6,0.1,5.1,-1.9,92.0,3.4,93.0
c1ccc(COc2ccc(CNCc3cccnc3)cc2)cc1,2.0,7.7,1.9,4.1,-13.1,11.3,103.0,22.9,101.0
CCc1ccc2oc(-c3ccc(N)cc3)nc2c1,-10.0,-7.3,-15.3,-0.2,-10.0,/,101.0,-10.7,95.0
C/C(=N\O)c1ncc(C(F)(F)F)cc1Cl,7.0,18.3,-4.5,-0.5,3.6,12.3,107.0,-4.0,105.0
COc1ccc(NS(=O)(=O)c2ccc(O)c(NC(=O)c3ccc(S(=O)(=O)N4CCCCCC4)cc3)c2)cc1,-2.0,-4.0,-3.6,-1.5,-0.3,16.6,99.0,-9.8,100.0
COCCNC(=O)C(=O)Nc1ccc(Cl)cc1C,6.0,-29.0,-3.2,-0.6,-0.4,-3.0,102.0,-3.9,103.0
O=c1nc(N2CCCC2)nc(Nc2ccccc2)[nH]1,/,27.7,-16.9,0.6,6.2,9.9,/,6.6,/
Cc1ccc(N2Cc3ccccc3C2=S)cc1,-1.0,-8.2,-8.5,-3.4,1.7,41.2,98.0,-3.3,100.0
COc1ccc(CCNc2ccc([N+](=O)[O-])cn2)cc1,5.0,40.8,7.3,/,-2.1,-3.4,107.0,2.1,104.0
COc1ccc(CCNC(=O)CSc2nnc3c(n2)[nH]c2ccc(F)cc23)cc1OC,1.0,11.0,-2.9,0.1,-2.4,8.1,101.0,-5.7,100.0
CCCc1nc(SCC(=O)N2c3ccccc3CC2C)c2c(C)c(C)sc2n1 (stereo unspecified),-1.0,-6.6,-4.8,-0.9,7.2,2.7,96.0,-1.0,96.0
Cc1cccc(N(C)C(=S)Oc2ccc3ccccc3c2)c1,2.0,-3.8,-13.6,0.2,-0.7,27.8,110.0,-8.8,118.0

# Gathered by group: the entries above containing two or more sulfur atoms
SMILES,MEKK2mut PB1 HTS,PHOSPHO1 inh,GPR7 antagonist,OXTR agonist,M18AAP inhibitor,NALP1 yeast inh,MEKK2 WT-MEK5,FID counter,MEKK3 PB1 HTS
COc1ccc(NS(=O)(=O)c2ccc(O)c(NC(=O)c3ccc(S(=O)(=O)N4CCCCCC4)cc3)c2)cc1,-2.0,-4.0,-3.6,-1.5,-0.3,16.6,99.0,-9.8,100.0
CCCc1nc(SCC(=O)N2c3ccccc3CC2C)c2c(C)c(C)sc2n1 (stereo unspecified),-1.0,-6.6,-4.8,-0.9,7.2,2.7,96.0,-1.0,96.0

# Remaining list, next part.
SMILES,MEKK2mut PB1 HTS,PHOSPHO1 inh,GPR7 antagonist,OXTR agonist,M18AAP inhibitor,NALP1 yeast inh,MEKK2 WT-MEK5,FID counter,MEKK3 PB1 HTS
Cc1sc2ncnc(OCC(=O)Nc3ccc4c(c3)OCCO4)c2c1C,/,21.0,-4.7,-0.1,-6.5,7.9,/,-6.6,/
O=C(c1ccc(Cl)c(S(=O)(=O)Nc2ccccc2C(=O)N2CCc3ccccc3C2)c1)N1CCc2ccccc2C1,-2.0,-22.7,-0.3,-2.1,-0.1,/,99.0,-47.0,102.0
CCc1ccc(S(=O)(=O)NCc2cn3cccc(C)c3n2)s1,12.0,25.4,-2.6,7.4,-2.3,8.6,102.0,-4.3,102.0
C=C(C)COc1ccc(-c2[nH]ncc2Oc2ccc(OC)cc2)c(O)c1,5.0,17.1,-16.6,-0.4,-8.7,/,102.0,-4.4,105.0
COCCCN=Cc1c(C)[nH]n(-c2ccc(Br)cc2Br)c1=O,2.0,22.0,-8.8,-0.5,-2.7,11.6,97.0,0.5,104.0
Cc1cc(C)n(-c2ccc(C(=O)Nc3nc4ccccc4s3)cc2)n1,4.0,-2.2,-12.3,-1.8,1.8,8.0,108.0,-3.9,108.0
CCOC(=O)N1CCOCCOCCN(C(=O)OCC)CCOCC1,14.0,-13.6,3.7,-0.3,1.1,32.5,109.0,-8.4,103.0
O=C(CSc1ncn[nH]1)Nc1ccc(S(=O)(=O)Nc2ncccn2)cc1,-2.0,-11.2,-9.5,1.0,30.0*,30.1,100.0,-1.6,102.0
N#C/C(=C\c1ccncc1)c1nc2ccccc2[nH]1,-12.0,15.9,-4.3,/,2.3,-17.8,87.0,0.9,96.0
Cc1cccc(C(=O)NC(NC(=S)Nc2ccc(S(N)(=O)=O)cc2)C(Cl)(Cl)Cl)c1 (stereo unspecified),-2.0,-24.4,-4.0,1.1,-5.5,16.4,95.0,0.0,96.0
O=c1nc2n(c3c4c(sc13)CCC4)CCC2,2.0,-16.2,-13.7,-1.1,2.1,2.8,103.0,-1.8,104.0
Cc1ccc(S(=O)(=O)N(CC(=O)N2CCc3ccccc3C2)c2ccc(Cl)c(Cl)c2)cc1,1.0,-14.4,-1.8,-1.1,2.8,12.7,111.0,-3.2,146.0*
O=C1/C(=C/c2ccncc2)SC(=S)N1Cc1ccccc1,-10.0,1.0,-1.3,-0.1,2.5,6.5,92.0,-2.9,93.0
CCN(CC)Cc1c(O)ccc2c1O/C(=C\C=C\c1ccccc1)C2=O,15.0,41.2,0.9,0.1,7.3,/,98.0,0.1,107.0
CC1(C)C(=O)C2(CCCCC2)C(=O)OC1C(=O)c1ccccc1 (stereo unspecified),2.0,8.8,-1.3,-3.3,1.4,11.9,103.0,-11.8,107.0
N#Cc1c2n(c(=S)n(-c3ccccc3)c1=O)CCCCC2,-7.0,63.8*,-9.2,-0.7,-0.8,-5.2,94.0,-3.4,98.0
O=C(CN1CCCc2ccccc21)N/N=C/c1c(O)ccc2ccccc12,1.0,-6.2,-1.4,0.4,-2.4,27.7,112.0,-6.8,100.0
COC(=O)c1cc(OC)c(OC)cc1NC(=S)N1CCN(c2ccccc2)CC1,-21.0,0.1,-13.4,-1.4,-1.6,46.2,2.0*[inhibitor],-24.1,1.0*[inhibitor]
O=C(CCS(=O)(=O)c1cccc2nsnc12)N1CCN(c2ccccc2F)CC1,0.0,22.6,-6.6,0.1,-5.8,42.9*,96.0,-7.9,101.0
O=C(NCCN1CCOCC1)c1ccc2c(c1)N(Cc1ccccc1)C(=O)c1ccccc1S2,-5.0,6.9,-2.6,1.1,-0.1,2.4,103.0,5.0,100.0
CC(NCc1cccs1)C(=O)Nc1cc(Cl)cc(Cl)c1 (stereo unspecified),3.0,28.0,-5.6,-1.0,3.0,5.8,105.0,4.9,102.0
O=C(CN1CCN(c2ccccc2)CC1)Nc1c(C(=O)C2CC2)oc2ccccc12,3.0,-11.9,-9.6,1.5,-8.6,-4.6,95.0,-2.0,96.0
COCc1cc(Sc2ccc(Cl)cc2)nc(C)n1,5.0,-21.6,-2.0,-1.7,1.2,3.6,102.0,-5.0,103.0
O=C(c1ccc2ccccc2n1)N1CCN(c2ccccn2)CC1,-9.0,27.9,3.9,0.4,-16.4,25.4,91.0,-23.4,94.0
C=CCn1c(SC)nnc1C1COc2ccccc2O1 (stereo unspecified),/,-26.7,12.2,-0.1,-9.1,-19.2,/,-1.7,/
Cc1ccc(OCC(O)CN2CCN(CCO)CC2)c(C)c1 (stereo unspecified),9.0,/,-5.7,-0.1,2.6,-24.5,109.0,7.8,105.0
CC(C)(C)OC(=O)NNc1c2ccccc2nc2ccccc12,-1.0,19.2,-22.4,-1.4,29.7*,10.2,93.0,10.6,91.0
COc1ccc(CNC(=O)c2cc(-n3cnnc3)ccc2Cl)cc1,7.0,30.2,-8.7,1.1,4.5,/,108.0,-3.5,103.0
CC(=O)N(C)c1ccc(NC(=O)Nc2ccc(C)cc2)cc1,4.0,29.5,-6.4,3.4,-7.2,2.0,104.0,-12.6,106.0
COc1cccc(CN2CC(C(=O)N(C)CC3CCOCC3)CCC2=O)c1 (stereo unspecified),-1.0,37.6,-2.8,-0.6,-3.6,18.9,94.0,-7.3,89.0
COc1cccc(N(C(=O)C2COc3ccccc3O2)C(C(=O)NC2CCCCC2)c2ccc(O)cc2)c1 (stereo unspecified),-2.0,-5.8,-7.8,-1.5,-0.3,13.5,98.0,-8.2,97.0
CCOC(=O)CN1CCC(c2ccccc2)CC1,3.0,-4.9,-13.9,0.1,3.2,-11.0,102.0,-9.4,100.0
O=C(CN1C(=O)c2ccccc2S1(=O)=O)c1ccccc1Cl,-3.0,38.1,2.3,0.3,-5.9,19.7,101.0,-10.6,103.0
Cc1cc(NCCc2ccccc2F)n2ncnc2n1,-1.0,4.4,4.6,1.2,-7.5,-9.5,99.0,10.4,101.0
O=C(COC(=O)COc1ccc(Cl)cc1)NCc1cccs1,-1.0,6.6,5.2,2.6,-1.4,-2.7,98.0,3.1,99.0
O=C(NCCc1ccccc1F)C1CC(O)CN1C(=O)Nc1ccccc1 (stereo unspecified),0.0,13.5,-10.0,/,-4.4,-3.8,99.0,-1.0,99.0
C=CCNC(=O)NC(=O)COC(=O)/C(C#N)=C/c1cc(C)n(CC(C)C)c1C,-12.0,-3.7,8.5,-1.0,6.4,10.9,88.0,-11.5,91.0
COc1cc(C(=O)N2CCN(c3ccc([N+](=O)[O-])cc3)CC2)ccc1OCc1c(C)noc1C,-5.0,8.5,-3.8,-0.7,3.8,6.4,94.0,-4.3,96.0
COc1ccc(C(C#N)c2ccc(Cl)nn2)cc1 (stereo unspecified),0.0,24.4,2.1,0.1,3.8,2.8,105.0,-6.6,113.0
CN(C(=O)CO/N=C/c1ccc(OC(F)F)cc1)C1CCS(=O)(=O)C1 (stereo unspecified),-3.0,32.2,-1.7,-1.4,-0.3,2.3,100.0,-4.1,104.0
Cc1cccc(C)c1OCc1nnc(SCC(=O)Nc2ccc(N3CCOCC3)cc2)o1,0.0,39.1,-3.8,3.0,4.4,-25.4,91.0,-35.7,98.0
O=C1c2oc3ccccc3c(=O)c2C(c2cccnc2)N1Cc1ccco1 (stereo unspecified),-3.0,-0.6,-13.6,-1.0,-0.2,2.1,94.0,-10.4,93.0
CCC(C)(C)NC(=O)CN(C(=O)CCC(=O)Nc1nccs1)c1cccc(C)c1C,16.0,40.1,0.6,1.0,0.1,-3.7,102.0,-40.6,104.0
CC(=O)Oc1ccc(N(C(C)=O)S(=O)(=O)c2ccc(C)c([N+](=O)[O-])c2)cc1,-2.0,-9.3,-5.5,0.4,-5.8,13.1,100.0,3.1,102.0
CCN(C1CCCCC1)S(=O)(=O)c1ccc(OC)c(C)c1,8.0,19.9,-8.7,-2.1,-3.3,3.6,100.0,-22.7,101.0
CCOc1ccccc1NC(=O)C1(S(=O)(=O)c2ccc(Cl)cc2)CC1,-1.0,-7.2,-30.3,-2.2,2.7,32.8,98.0,-25.4,102.0
C=CCn1c(SCC(=O)Nc2cc(C)on2)nc2sc(CC)cc2c1=O,0.0,27.6,-11.1,-1.5,3.4,6.4,102.0,0.6,100.0
Cc1cc(F)c(F)c(C(=O)NC2CC2)c1Cl,-2.0,51.7,-10.7,0.0,4.3,16.3,99.0,-1.1,94.0
CCN1C(=O)/C(=C/c2nc3ccccc3c(=O)[nH]2)c2ccccc21,-3.0,-6.9,-7.4,-0.6,-5.1,12.4,89.0,-1.3,87.0
COc1ccc(C(=O)NCc2nnc(SCC(=O)NC3CCCC3)o2)cc1,-1.0,27.3,4.0,-0.5,-3.7,-0.1,94.0,-13.1,93.0

# 2 of these compounds in a different format:
C=CCn1c(SCC(=O)Nc2cc(C)on2)nc2sc(CC)cc2c1=O
  MEKK2mut PB1 HTS: 0.0 | PHOSPHO1 inh: 27.6 | GPR7 antagonist: -11.1 | OXTR agonist: -1.5 | M18AAP inhibitor: 3.4 | NALP1 yeast inh: 6.4 | MEKK2 WT-MEK5: 102.0 | FID counter: 0.6 | MEKK3 PB1 HTS: 100.0
Cc1cc(F)c(F)c(C(=O)NC2CC2)c1Cl
  MEKK2mut PB1 HTS: -2.0 | PHOSPHO1 inh: 51.7 | GPR7 antagonist: -10.7 | OXTR agonist: 0.0 | M18AAP inhibitor: 4.3 | NALP1 yeast inh: 16.3 | MEKK2 WT-MEK5: 99.0 | FID counter: -1.1 | MEKK3 PB1 HTS: 94.0
